rad50: NCI yeast anticancer drug screen, S. cerevisiae rad50 strain. AID 155. hit rate 10% among 79,000. % growth inhibition at 50 µM;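 also: 0% = growth of vehicle-only cultures of the same strain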
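Inhibition values express reduced yeast growth in compound-treated cultures relative to vehicle-treated controls.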
yeast mlh1 rad18: NCI yeast anticancer drug screen, S. cerevisiae mlh1 rad18 strain; hit rate 11% among 79,000; % growth inhibition at 50 µM; AID 175;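 also: 0% = growth of vehicle-only cultures of the same strain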
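Compound-treated yeast growth, normalised to vehicle controls. Strain bears defined DNA repair mutations.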
sgs1 mgt1: NCI yeast anticancer drug screen, S. cerevisiae sgs1 mgt1 strain; AID 161; % growth inhibition at 50 µM; hit rate 10% among 78,000;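 also: 0% = growth of vehicle-only cultures of the same strain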
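Percent growth inhibition was derived by comparing compound-exposed mutant yeast with vehicle-exposed cultures. The strain carries alterations in DNA damage repair.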
mec2-1: NCI yeast anticancer drug screen, S. cerevisiae mec2-1 strain | % growth inhibition at 50 µM | hit rate 9% among 79,000 | AID 157;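 also: 0% = growth of vehicle-only cultures of the same strain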
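Using mec2-1 yeast: add compound, measure growth, express inhibition versus vehicle-treated cultures.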
yeast bub3: NCI yeast anticancer drug screen, S. cerevisiae bub3 mutant strain | % growth inhibition at 50 µM | hit rate 9.9% among 78,000 | AID 167;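 also: 0% = growth of vehicle-only cultures of the same strain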
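Steps: expose the mutant yeast strain to compound; grow alongside vehicle-treated cultures; measure growth; express inhibition against the vehicle cultures.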
yeast cln2 rad14: NCI yeast anticancer drug screen, S. cerevisiae cln2 rad14 strain; % growth inhibition at 50 µM; hit rate 8.3% among 78,000; AID 165;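 also: 0% = growth of vehicle-only cultures of the same strain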
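Strain: cln2 rad14 yeast, altered in cell cycle control and DNA damage repair. Read-out: growth inhibition vs vehicle.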
Starred values were filed as active, the others as inactive; / = not tested or not shown; & = joins results of further samples. Rule as the data show it: active = growth inhibition above about 70%; inactive = the rest.

SMILES	rad50	yeast mlh1 rad18	sgs1 mgt1	mec2-1	yeast bub3	yeast cln2 rad14
ClCCCOc1ccccc1	22	12	23	23	-5	9
CN(C)CCC=C1c2ccccc2C=Cc2ccccc21	7	20	-8	-24	-7	4
COc1ccc(C2=C(c3ccccc3)C(=O)C3(c4ccccc4)CC23c2ccc(OC)cc2)cc1 (stereo not given)	-1	5	16	18	1	2
O=C(CCCc1ccccc1)NO	15	14	18	34	11	3
N#CSc1ccc(NN)cc1	11	2	30	-2	34	-5
CCSc1nc(COC(=O)NC)c(COC(=O)NC)n1C	5	4	8	-4	11	-4
C/C(C=O)=N\Nc1cc(C)c2ccccc2n1	6	-10	-11	11	-4	6
S=C(Cc1ccccc1)N1CCN(c2ccccc2)CC1	-1	-8	8	-5	10	-37
Cc1c2oc3c(C)ccc(C(=O)NC4C(=O)NC(C(C)C)C(=O)N5CC(=O)CC5C(=O)N(C)CC(=O)N(C)C(C(C)C)C(=O)OC4C)c3nc-2c(C(=O)NC2C(=O)NC(C(C)C)C(=O)N3CC(=O)CC3C(=O)N(C)CC(=O)N(C)C(C(C)C)C(=O)OC2C)c(N)c1=O (stereo not given)	-23	-43	-3	-2	-3	52
CC(=O)Oc1ccc2c(c1)CCC1C2CCC2(C)C1CCC21CO1 (stereo not given)	90*	67	73*	29	83*	52
CCCCCCCCCCCCCCCCC(C(=O)OCC)C(=O)c1ccccc1 (stereo not given)	-29	-8	-5	-10	-2	-32
C=CCC1(CC(=O)O)CC=CCC12OCCO2 (stereo not given)	-12	-8	8	-25	2	17
Cc1cccc(C2=C/C(=C(\SS/C(C(=O)c3ccc(OCC(=O)O)c(Cl)c3Cl)=C3\C=C(c4cccc(C)c4)SS3)C(=O)c3ccc(OCC(=O)O)c(Cl)c3Cl)SS2)c1	-7	-11	-1	-23	-5	2
CC(=O)OC(CO)C(NC(=O)N1C(=O)C=CC1=O)NC(=O)N1C(=O)C=CC1=O (stereo not given)	24	-9	5	0	12	2
CCOc1ccccc1N=Nc1ccc2oc(=O)c(C(=O)Nc3cccc(C)c3)cc2c1	52	89*	65	26	10	-76
CC1=C(C(=O)O)C(C)CC(=O)N1 (stereo not given)	5	8	-8	-3	1	-12
CC1(C)CC[C@]2(C(=O)O)CC[C@]3(C)C(=CC[C@@H]4[C@@]5(C)C[C@H](O)[C@H](O)[C@@](C)(C(=O)O)[C@@H]5CC[C@]43C)[C@@H]2C1	91*	89*	93*	94*	92*	92*
CCC(=O)NC(Nc1ccccc1F)(C(F)(F)F)C(F)(F)F	-29	-36	-18	-18	-42	-4
CCCC(C)C(=O)OCCCc1ccccc1 (stereo not given)	8	4	3	-5	19	-20
Cc1nc2ccccc2nc1CCC(=O)O	-23	-7	-17	4	-11	-24
COC(=O)/C(=C/c1ccccc1)c1ccccc1	7	8	-4	-10	14	2
Nc1cc(=O)[nH][nH]1	-12&-12	-9&-16	-22&-2	-6&-10	0&-18	-7&-6
O=C1NC(=O)C(CCBr)N1 (stereo not given)	-21	6	-10	-7	-14	-4
CC(=O)C(N=Nc1nn[nH]n1)C(C)=O	9	-2	-8	6	-8	-22
N=c1n(CC(=O)NC23CC4CC(CC(C4)C2)C3)c2ccccc2n1Cc1ccccc1	5	2	-3	5	11	3
(cont.)
SMILES	rad50	yeast mlh1 rad18	sgs1 mgt1	mec2-1	yeast bub3	yeast cln2 rad14
CCOC(=O)C1=CN=C2C(=O)N(c3ccccc3)N(C)C2(C)C1=N (stereo not given)	-5	13	-19	1	-11	11
CN1CCN(C2CCCc3ccccc3C2O)CC1 (stereo not given)	-1	0	-16	14	1	-25
O=C(Nc1ccccc1F)C(c1ccccc1)c1ccccc1	15	4	3	9	12	-1
O=C(O)COc1ccc(/C=C2\SC(=S)NC2=O)cc1	-4	-12	2	-8	19	-36
S=C1NC(c2ccco2)N2C(=S)NC(c3ccco3)N12 (stereo not given)	17	17	21	18	25	7
FC(F)(F)c1ccc2nc[nH]c2c1	5	7	-3	-10	10	-10
c1ccc2c(CN3CCN(Cc4c[nH]c5ccccc45)CC3)c[nH]c2c1	17	-22	-14	-9	-3	-14
Cc1cccc(Cl)c1NC(=O)Oc1ccccc1C(N)=O	16	26	18	11	21	13
NC(=S)N/N=C1\C(=O)N(CCc2ccccc2)C(=O)C1C(=O)NCCc1ccccc1 (stereo not given)	-16	-15	-36	-28	-6	14
CSc1cc(Cl)c(C)cc1S(=O)(=O)NC(=O)NNc1ccc(F)c(Cl)c1	3	25	-3	-11	-6	-5
N#CCCN1CCN(CCC#N)CC1	4	-20	2	18	-15	-21
CCCOC(=O)/C(C)=C\c1ccccc1	21	17	18	16	-1	15
C=CCN1C=CC(=C/C=C(\C#N)C(=O)OCC)C=C1	20	8	4	7	-16	-18
CC(CN(C)C)C(=O)/C=C/c1c(Cl)cccc1Cl (stereo not given)	87*	96*	90*	46	75*	29
CCOc1ccc(N2C(=O)C3C4c5ccccc5C(c5ccccc54)C3C2=O)cc1 (stereo not given)	27	29	/	6	/	/
CCOC(=O)CNCc1cccc(Cl)c1	5	24	15	28	28	-1
N#Cc1cc([N+](=O)[O-])ccc1NC(=O)C(=O)C(C(=O)/C=C/c1ccccc1)C1OC(=O)c2ccccc21 (stereo not given)	-1	9	-41	-16	-15	6
O=c1c(O)c(-c2cc(O)c(O)c(O)c2)oc2cc(O)ccc12	-36	-30	-24	-37	-33	-9
CCOC(=O)c1c(SC(=O)c2cc(OC)c(OC)c(OC)c2)n(-c2ccccc2)c(=S)n(-c2ccccc2)c1=O	-13	-23	-2	-5	16	-37
CN(N=O)N1C(=O)SCC(c2ccccc2)(c2ccccc2)C1=O	56	84*	49	32	66	11
COC1=CC(=O)c2c(O)c3c(c(O)c2C1=O)CC(C)(O)OC3 (stereo not given)	78*	83*	80*	69	75*	48
CNc1ccccc1C(N)=S	6	12	-3	2	-6	-26
Cc1ccc(C2COc3cc(O)c(O)cc3C2)cc1 (stereo not given)	100*	99*	100*	100*	100*	96*
COc1cc2c[n+](C)c3c(c2cc1OC)Cc1cc2c(cc1-3)OCO2	-28	6	2	-13	-15	19
CCOC(=O)C(CCCBr)(C(=O)OCC)N1C(=O)c2ccccc2C1=O	21	13	11	-13	32	18
(cont.)
SMILES	rad50	yeast mlh1 rad18	sgs1 mgt1	mec2-1	yeast bub3	yeast cln2 rad14
O=C(O)c1nc2ccccc2c(=O)[nH]1	-3	-5	-10	-4	-12	-43
COc1ccc(C(C(N)=O)N(C)C)cc1 (stereo not given)	10	-8	-6	-10	2	-7
O/N=C1/C(=C/c2ccc(Br)cc2)CCCC1C(NO)c1ccc(Br)cc1 (stereo not given)	1	-13	-27	-10	0	24
COc1ccc(N=Nc2c(-c3ccccc3)nn(C(N)=S)c2-c2ccccc2)cc1	-8	-22	-10	-7	15	-28
CS(=O)(=O)N1C=CC2C(C=C1)C1(c3ccccc3)OC2(c2ccccc2)c2ccccc21 (stereo not given)	-10	-20	0	-9	3	-40
O=C(CCl)NCCCCCNC(=O)CCl	-12	18	-7	3	15	-32
CCc1cn(O)c(C)cc1=N	25	21	6	11	12	6
CC1CC(c2ccccc2)(c2ccccc2)CN1C (stereo not given)	-16	8	7	9	15	-45
NC(N)=NC(N)=Nc1c(F)c(F)c(F)c(F)c1F	-17	-21	-12	-33	-4	-14
COC(=O)C1C(=C(c2ccccc2)c2ccccc2)C1c1ccccc1 (stereo not given)	-2	-9	-12	-15	7	-11
CC(=O)Nc1c(Cl)c(Cl)c2c(c1Cl)C(=O)c1cc(Cl)ccc1-2	1	-7	-5	2	28	-30
O=[N+]([O-])c1ccc(S(=O)c2ccc([N+](=O)[O-])cc2)cc1	25	-5	6	12	-2	-11
NC(=O)c1ncn(C2OC(CO)C(O)C2O)c1NC=O (stereo not given)	2	18	-2	-4	10	8
COC(=O)CCCC(=O)N(C(C)C)C(C)C	3	2	-35	-16	5	5
CC(C)C(Sc1nc(-c2ccccc2)c(-c2ccccc2)[nH]1)C(=O)NN (stereo not given)	90*	89*	92*	33	89*	90*
CCCOC(=O)CC(=O)OCC	6	-17	-5	17	-7	-12
COC(=O)c1cc([N+](=O)[O-])c[nH]1	-8	-29	3	-5	-16	-4
CCS(=O)(=O)CCN1C(=O)C2C3CCC(O3)C2C1=O (stereo not given)	11	5	11	11	6	0
CCC1SC(c2ccccc2)C(=O)NC1=O (stereo not given)	-2	3	-4	2	-13	-11
CC(C)(C)C(C)(C)C(N)=O	4	11	0	-15	7	7
O=C(O)CCCCCCCCCC(=O)O	-15	9	0	-18	-8	-25
CC(=O)C1=C(C)C2CC3(C)CC(C2(C)C1)C3(C)C (stereo not given)	8	-6	-1	-17	-10	11
O=N/C(=C(\c1ccccc1)N1CCOCC1)c1ccccc1	-10	6	10	12	-21	-2
Brc1cccc2c(SCCCCCCSc3c4ccccc4nc4c(Br)cccc34)c3ccccc3nc12	3	6	-19	-16	-21	-53
C[N+](C)(C)CBr	37	-37	-22	-11	5	-41

Some of the entries above, reformatted:
Every second line gives: rad50 | yeast mlh1 rad18 | sgs1 mgt1 | mec2-1 | yeast bub3 | yeast cln2 rad14
> CN1CCN(C2CCCc3ccccc3C2O)CC1 (stereo not given)
 : -1 | 0 | -16 | 14 | 1 | -25
> O=C(Nc1ccccc1F)C(c1ccccc1)c1ccccc1
 : 15 | 4 | 3 | 9 | 12 | -1
> O=C(O)COc1ccc(/C=C2\SC(=S)NC2=O)cc1
 : -4 | -12 | 2 | -8 | 19 | -36
> S=C1NC(c2ccco2)N2C(=S)NC(c3ccco3)N12 (stereo not given)
 : 17 | 17 | 21 | 18 | 25 | 7
> FC(F)(F)c1ccc2nc[nH]c2c1
 : 5 | 7 | -3 | -10 | 10 | -10
> c1ccc2c(CN3CCN(Cc4c[nH]c5ccccc45)CC3)c[nH]c2c1
 : 17 | -22 | -14 | -9 | -3 | -14

Next structures follow.
SMILES	rad50	yeast mlh1 rad18	sgs1 mgt1	mec2-1	yeast bub3	yeast cln2 rad14
COc1ccc(CCN=C2OCc3ccccc32)cc1OC	36	-51	-43	-50	-22	-19
CCN(C(=O)c1ccccc1)c1ccccc1C	-11	0	15	-7	2	6
C=C1CC(Cn2cc(C)c(=O)[nH]c2=O)(c2ccc(Cl)cc2)OC1=O (stereo not given)	70	85*	74*	73*	78*	65
O=C1COc2cccnc2N1	13	15	20	-2	15	2
OC(c1ccccc1)C(CN1CCCCC1)c1ccccc1 (stereo not given)	4	15	25	3	5	-12
O=[N+]([O-])c1cc2c3c(cccc3c1O)CC2	-18	24	-4	-9	4	-10
CN1C(c2ccccc2)=C(C#N)C(=O)CC(c2cccs2)N1C (stereo not given)	-8	8	34	7	8	-2
CCCOC(=O)CCC(N)C(=O)O (stereo not given)	6	8	-3	-8	7	-32
CCCCN(CCCC)C(=O)OCC	30	14	6	8	19	12
COc1ccc(C2=NC(=O)OC2(C)C)cc1	-7	-10	-6	-20	-9	-11
OC1(C2c3ccccc3-c3ccccc32)c2ccccc2-c2ccccc21	94*	95*	94*	81*	81*	52
CCCC(=O)Oc1ccc(CC)cc1	26	21	9	15	14	-20
CCC/C=C1\CCCC(C)(C(C)=O)C1=O (stereo not given)	4	-27	-8	-6	-3	21
CCOC(=O)CNC(=O)c1cc2c(cn1)[nH]c1ccccc12	7	32	0	14	31	35
CCCCCCCOC(=O)c1ccccc1C	22	9	10	1	22	-31
CC(C)(C)C(=O)O[C@@H]1COC2C(O)COC21 (stereo not given in full)	-56	-45	-30	-24	-36	-21
CCNc1nc(C(F)(F)F)nc2nc[nH]c12	6	40	-20	-6	3	93*
CCOc1ccccc1OCC	25	21	-26	-27	-11	12
CCOC(=O)C1=NNC(C(=O)c2ccccc2)C1c1ccccc1 (stereo not given)	33	69	81*	20	82*	-20
COc1ccccc1OC(C)=O	-5	18	-2	-14	-1	-8
O=C1c2cccc(S)c2C(=O)c2cccc(S)c21	-22	-16	-10	-11	5	5
O=C(O)CSc1ncccc1[N+](=O)[O-]	9	4	-6	-1	-33	13

6 compounds drawn at random from the list so far, as already listed:
SMILES	rad50	yeast mlh1 rad18	sgs1 mgt1	mec2-1	yeast bub3	yeast cln2 rad14
COc1ccc(C2=NC(=O)OC2(C)C)cc1	-7	-10	-6	-20	-9	-11
CCC/C=C1\CCCC(C)(C(C)=O)C1=O (stereo not given)	4	-27	-8	-6	-3	21
CCCOC(=O)CCC(N)C(=O)O (stereo not given)	6	8	-3	-8	7	-32
O=[N+]([O-])c1cc2c3c(cccc3c1O)CC2	-18	24	-4	-9	4	-10
O=C1COc2cccnc2N1	13	15	20	-2	15	2
CCCCCCCOC(=O)c1ccccc1C	22	9	10	1	22	-31

Reformatted: entries from further up
canonical_smiles,rad50,yeast mlh1 rad18,sgs1 mgt1,mec2-1,yeast bub3,yeast cln2 rad14
COc1ccc(CCN=C2OCc3ccccc32)cc1OC,36,-51,-43,-50,-22,-19
CCOC(=O)C1=NNC(C(=O)c2ccccc2)C1c1ccccc1 (stereo not given),33,69,81*,20,82*,-20
CC(C)(C)C(=O)O[C@@H]1COC2C(O)COC21 (stereo not given in full),-56,-45,-30,-24,-36,-21
CCCCCCCOC(=O)c1ccccc1C,22,9,10,1,22,-31

Bioassay records (PubChem BioAssay)
